Screens deposited in PubChem by several laboratories.
MEKK2wt PB1 HTS: modulators of MEK5 binding to wildtype MEKK2, primary screen, biochemical, multiplex bead flow cytometry, Alexa488-MEK5 | AID 1531, 2009 | 290,000 compounds, 1.1% hits | Mitogen-activated protein kinase kinase kinase 2 (Homo sapiens), Q9Y2U5 | binding response (% of control), % at 10 µM | Alexa488-MEK5 binding to MEKK2 WT; actives lie on both sides; in the data active means binding response below about 67% or above about 130%
GPR7 antag: GPR7 receptor antagonists, primary screen, cell-based, fluorescence, single concentration; 290,000 compounds, 1.1% hits; inhibition, % at 4.4 µM; AID 1861, 2009; GPR7-expressing cells, fluorescence antagonist assay; Neuropeptides B/W receptor type 1 (Homo sapiens), P48145; in the data active means inhibition above about 16%, passing the limit was not always enough;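 further: cells stimulated with the agonist NPW; 0% = agonist with vehicle and 100% = vehicle without agonist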
Target sequence (P48145 whole entry, looked up): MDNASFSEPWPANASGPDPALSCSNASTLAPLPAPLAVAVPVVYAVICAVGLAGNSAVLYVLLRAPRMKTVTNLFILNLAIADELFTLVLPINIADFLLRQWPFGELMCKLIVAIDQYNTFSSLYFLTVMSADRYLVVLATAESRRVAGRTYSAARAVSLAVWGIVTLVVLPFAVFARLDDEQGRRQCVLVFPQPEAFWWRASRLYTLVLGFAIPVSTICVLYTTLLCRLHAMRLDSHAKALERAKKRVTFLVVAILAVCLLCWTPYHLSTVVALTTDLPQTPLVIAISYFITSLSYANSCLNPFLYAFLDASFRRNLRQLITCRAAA
PHOSPHO1 inh: PubChem AID 1565; recombinant PHOSPHO1, absorbance phosphatase assay; inhibition, % at 13.3 µM; 290,000 compounds, 1.1% hits; in the data active means inhibition above about 60%
Target sequence (Q8TCT1 whole entry, looked up): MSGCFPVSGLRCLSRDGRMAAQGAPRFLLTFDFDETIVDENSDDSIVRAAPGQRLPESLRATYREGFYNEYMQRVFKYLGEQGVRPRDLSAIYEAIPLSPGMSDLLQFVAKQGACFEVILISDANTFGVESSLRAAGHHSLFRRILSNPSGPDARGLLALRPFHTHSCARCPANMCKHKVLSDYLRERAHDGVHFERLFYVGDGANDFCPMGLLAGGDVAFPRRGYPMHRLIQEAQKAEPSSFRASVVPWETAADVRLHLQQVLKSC
NALP1 inh: NALP1 inflammasome inhibitors in reconstituted yeast, colorimetric, S. cerevisiae, triplicate retest. S. cerevisiae NALP1/ASC/caspase-1 growth, X-gal OD620, 72 h. inhibition, % at 10 µM. 280,000 compounds, 0.61% hits. AID 2071, 2009; in the data active means inhibition mostly above about 24%, no sharp cut-off; inactive means mostly below about 32%; further: some compounds called inactive have numbers as strong as hits
DNA FID counter: compounds displacing fluorescent DNA intercalator, primary screen, artefact control for HCV NS3 helicase inhibitor project, biochemical, FID fluorescence; AID 1845, 2009; inhibition, % at 7.9 µM; DNA fluorescent intercalator displacement; 290,000 compounds, 0.17% hits; in the data active means inhibition above about 37%;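 further: 0% = vehicle and 100% = reference compound; higher means more ethidium bromide displaced from hairpin DNA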
MEKK3 PB1 HTS: modulators of MEKK3-MEK5 PB1 binding, primary screen, biochemical, wildtype MEKK3, multiplex bead flow cytometry, Alexa488-MEK5. AID 1529, 2009. bead-based flow cytometry, Alexa488-MEK5 binding to MEKK3; actives lie on both sides; 0 = blocked by unlabeled MEK5, 100 = vehicle. 290,000 compounds, 1.4% hits. Mitogen-activated protein kinase kinase kinase 3 (Homo sapiens), Q99759. binding response (% of control), % at 10 µM;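 active means binding response more than 3 SD above or below the average of its plate-row segment, actives on both sides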;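 further: Alexa488 bead fluorescence after subtracting the streptavidin-only scavenger bead signal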
M18AAP inhibitor: PfM18AAP inhibitors, malaria aminopeptidase, primary screen, biochemical, QFRET, recombinant enzyme; H-Glu-NHMec fluorogenic cleavage; inhibition, % at 7.35 µM; 290,000 compounds, 1.2% hits;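 active means inhibition above the campaign mean inhibition over all tested compounds plus 3 SD, cut at about 28% in these data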;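 further: 0% = plate median of test compound wells and 100% = 2 mM ZnCl2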
OXTR ag: human OXTR agonists, primary screen, fluorescence, CHO-OTR cells, Fluo-8 calcium | Oxytocin receptor (Homo sapiens), P30559 | Fluo-8 calcium fluorescence; normalized: DMSO 0%, oxytocin 100% | activation, % at 3 µM | 320,000 compounds, 0.32% hits | AID 2435, 2010;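 active means activation above the mean of all tested compounds plus 3 SD, cutoff set per screening run, cut at about 20% in these data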;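 further: peak over basal fluorescence ratio from a 100 s FLIPR kinetic read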
Target sequence (P30559 whole entry, looked up): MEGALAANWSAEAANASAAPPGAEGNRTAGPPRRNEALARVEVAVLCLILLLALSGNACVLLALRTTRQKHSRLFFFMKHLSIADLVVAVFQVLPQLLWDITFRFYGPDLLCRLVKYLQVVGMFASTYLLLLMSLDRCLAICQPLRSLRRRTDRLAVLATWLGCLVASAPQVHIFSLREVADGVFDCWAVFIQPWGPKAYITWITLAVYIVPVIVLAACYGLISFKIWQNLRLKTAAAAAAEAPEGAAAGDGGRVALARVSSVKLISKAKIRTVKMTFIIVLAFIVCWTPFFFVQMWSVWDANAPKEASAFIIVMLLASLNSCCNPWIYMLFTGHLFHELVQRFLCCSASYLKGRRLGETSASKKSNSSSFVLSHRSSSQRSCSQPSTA
MEKK2 mut-MEK5: MEK5 binding signal on mutant MEKK2 PB1, primary screen, biochemical, multiplex bead flow cytometry, Alexa488-MEK5 | 290,000 compounds, 0.35% hits | percent response, % at 10 µM | Alexa488-MEK5 binding to MEKK2 mutant; in the data active means percent response above about 24%, passing the limit was not always enough; further: inactives centre near 1; some results filed as inactive read as strong as hits; reference of the scale not given here
* hit, by the source's call; . = not tested or not shown; [ ] = remark or other dose. An unsorted share of the library; 6.2% or so of the library scored in one or more.

SMILES	MEKK2wt PB1 HTS	GPR7 antag	PHOSPHO1 inh	NALP1 inh	DNA FID counter	MEKK3 PB1 HTS	M18AAP inhibitor	OXTR ag	MEKK2 mut-MEK5
Cn1c(=O)[nH]c(=O)c2c1nc(N1CCOCC1)n2CCCSc1ncccn1	105	-16	15	25	-3	104	-8	-0.3	3
Cc1nn(C)cc1CNC(=O)Nc1ccc(Br)cc1Cl	92	10	7	-7	-10	90	-3	0.5	-4
COC(=O)C1CSC(C(=O)OC)N1C(=O)CN1CC(C)OC(C)C1 (stereo unspecified)	96	-3	-6	31	-4	97	-6	0.3	2
Cn1c(=O)c2cc3ccc(Cl)cc3nc2n(C)c1=O	103	-4	25	-5	-1	103	4	0.8	-1
COc1cc(C)nc(NS(=O)(=O)c2ccc(C)cc2)n1	103	-7	-3	11	1	108	2	0.5	8
COc1cc(C)c(NC(=O)C(=S)N2CCCC2)cc1C	96	-2	30	13	0	94	-2	-1.2	1
O=C(O)CN1C(=O)CNC1=O	108	-4	18	25	1	103	-2	-0.4	6
Cc1nc2cc(O)ccc2n1C	101	-1	-3	-18	-1	102	3	0.2	3
Cc1onc(-c2ccccc2Cl)c1C(=O)Nc1ccccc1	107	-10	-4	10	-7	98	1	-2.7	1
COc1ccc(NC(=O)CC(C)c2ccccc2)c([N+](=O)[O-])c1 (stereo unspecified)	110	-11	-5	17	-1	111	4	-3.1	6
COc1ccc(C(=O)Nc2nccs2)cc1	110	-13	29	0	-2	105	-11	0.3	4
Cc1nc2ncnn2c(C)c1CCC(=O)O	106	-5	7	12	3	106	13	-0.6	1
COC(=O)/C=C1/S/C(=N/NC(=O)c2ccc(OC)cc2)NC1=O	103	-11	32	2	0	103	3	1.5	-1
Cc1ccc(C(=O)Nc2onc(C)c2C#N)cc1	106	-4	21	34	4	104	2	0.8	9
CCC(SC1=NCCS1)C(=O)Nc1nnc(-c2ccccc2OC)s1 (stereo unspecified)	107	0	-18	39	-9	106	2	2.2	7
Cc1ccc(C(NC(=O)N2CCCC2)C(Cl)Cl)cc1F (stereo unspecified)	98	-3	-28	23	1	104	5	-0.4	1
COc1ccc(-c2nnc(NC(=O)c3ccc(F)cc3)o2)cc1	.	-2	6	10	-9	.	-7	-0.5	.
CC(C)Oc1ccc(C(CC(=O)O)NC(=O)C2CCCCC2)cc1 (stereo unspecified)	102	-9	21	-2	-11	103	-4	0.3	5
COc1cc(C2NC(=O)NC3=C2C(=O)OC3)cc(OC)c1OC (stereo unspecified)	97	-6	10	.	2	95	-4	2.3	-4
CCOCCCNC(=O)C(c1ccccc1)N(Cc1ccc2c(c1)OCO2)C(=O)CNC(C)=O (stereo unspecified)	97	-12	0	30	-20	97	8	-1.5	2
CC1Cc2ccccc2N1C(=O)COC(=O)C1=COCCO1 (stereo unspecified)	.	-2	9	0	0	.	-1	0.1	.
CNC(=O)N(O)C1N(/N=C/c2cccnc2)C(=S)SC1(C)C (stereo unspecified)	99	-18	1	28	-4	101	-4	0.2	8
Cn1cccc1/C=N\NC(=O)C1COc2ccc(C(C)(C)C)cc2O1 (stereo unspecified)	96	-14	29	26	-27	101	2	2.4	-4
CN(C)CCCN(C(=O)c1ccco1)c1nc2ccc(Cl)cc2s1	121	6	43	7	18	100	8	11	9
Cc1cc2nc(C3CCCN(C(=S)Nc4ccccc4)C3)[nH]c2cc1C (stereo unspecified)	132	-6	-77	-12	4	121	-11	-0.5	19
COc1ccc(NS(=O)(=O)c2cccc(C(=O)OCC(=O)NC3CC3)c2)cc1	103	-12	8	-1	-6	101	-1	.	1
O=C(CSc1n[nH]c(-c2ccncc2)n1)c1cccc([N+](=O)[O-])c1	93	-4	4	4	2	96	-10	-1.0	-9
O=C(NCc1ccc(F)cc1)c1ccc(S(=O)(=O)Nc2cccc(C(F)(F)F)c2)cc1	101	18	11	24	-18	99	5	5.0	-1
O=C(NC1CCCC1)C(c1ccccn1)N(C(=O)c1csnn1)c1ccc(F)cc1 (stereo unspecified)	98	-9	35	4	-18	95	0	-1.0	1
Cc1c(NC(=O)c2ccc(Cl)c(S(=O)(=O)N3CCOCC3)c2)c(=O)n(-c2ccccc2)n1C	83	1	2	6	-3	89	-7	1.1	-9
O=C(NCc1ccc(/C=N\NC(=O)C(=O)Nc2ccccc2Br)o1)C(=O)Nc1ccccc1	108	-8	24	10	-12	105	11	0.0	2
COc1cccc(C2C(C(=O)OC(C)C)=C(C)N=c3s/c(=C\c4ccc(C(=O)O)cc4)c(=O)n32)c1 (stereo unspecified)	98	0	15	15	11	99	-4	2.2	-5
O=C(CN1C(=O)c2ccccc2C1=O)NCCOc1ccccc1	98	-16	38	8	0	105	-15	-0.3	-1
CC(C)c1nc2n[nH]c(N)c2c2c1CSC(C)(C)C2	110	-13	0	7	-5	109	-3	-1.1	11
CCc1cccc(NC(=O)CN(C)S(=O)(=O)c2cnc[nH]2)c1	107	-4	50	11	1	104	0	-0.2	9
COCCC1CCCCN1C(=O)c1ccc(OC)c(OC2CCN(C(C)=O)CC2)c1 (stereo unspecified)	105	-8	20	3	-26	98	-7	-0.4	5
O=C(NCc1cccnc1)c1ccc(CS(=O)(=O)c2ccc(Cl)cc2)o1	101	-5	38	13	-3	97	1	3.7	-3
COc1ccccc1CNC(=O)CNC(=O)c1cn(-c2ccccc2OC)c(=O)c2ccccc12	91	13	20	3	-22	98	2	-0.1	-12
CCCCC(C(=O)NC1CCCC1)N(C(=O)c1snc(C(N)=O)c1N)c1ccc(C)cc1 (stereo unspecified)	100	-8	-10	12	-20	103	-2	-0.9	-7
O=C(N/C(=C\c1ccc2c(c1)OCO2)C(=O)N1CCOCC1)c1ccccc1Br	98	-12	22	3	-20	97	2	0.9	1

Looked up by structure from the entries so far (4):
SMILES	MEKK2wt PB1 HTS	GPR7 antag	PHOSPHO1 inh	NALP1 inh	DNA FID counter	MEKK3 PB1 HTS	M18AAP inhibitor	OXTR ag	MEKK2 mut-MEK5
O=C(NCc1cccnc1)c1ccc(CS(=O)(=O)c2ccc(Cl)cc2)o1	101	-5	38	13	-3	97	1	3.7	-3
O=C(CN1C(=O)c2ccccc2C1=O)NCCOc1ccccc1	98	-16	38	8	0	105	-15	-0.3	-1
O=C(N/C(=C\c1ccc2c(c1)OCO2)C(=O)N1CCOCC1)c1ccccc1Br	98	-12	22	3	-20	97	2	0.9	1
Cc1c(NC(=O)c2ccc(Cl)c(S(=O)(=O)N3CCOCC3)c2)c(=O)n(-c2ccccc2)n1C	83	1	2	6	-3	89	-7	1.1	-9

(further entries)
SMILES	MEKK2wt PB1 HTS	GPR7 antag	PHOSPHO1 inh	NALP1 inh	DNA FID counter	MEKK3 PB1 HTS	M18AAP inhibitor	OXTR ag	MEKK2 mut-MEK5
CCCN1C2CCCC1CC(NC(=O)Nc1cccc(C(C)=O)c1)C2 (stereo unspecified)	94	-24	11	20	-1	98	-2	1.0	-7
CCN1C(=O)C(CC(=O)Nc2ccc(OC)cc2)N(CCCN2CCN(c3ccc(F)cc3)CC2)C1=S (stereo unspecified)	127	9	4	-10	24	101	-4	7.5	19
CN(c1ccccc1)c1nc(N)c(C#N)c(CC#N)c1C#N	100	-5	-12	32	-9	100	-4	0.3	17
COCC(=O)Nc1sc2c(c1C(=O)OC)CCC(C)C2 (stereo unspecified)	104	-7	-14	7	-8	105	2	-2.9	4
COc1cccc(C(=O)/C=C/c2ccc(N3CCCCC3)c([N+](=O)[O-])c2)c1	104	-12	-16	24	-6	105	-11	-1.4	-2
CCCCNC(=O)c1cccc(NC(=O)C(=O)c2ccccc2NC(C)=O)c1	98	-6	0	20	-15	96	-6	-1.0	-2
CC(C(=O)OCn1nnc2ccccc2c1=O)N1C(=O)c2ccccc2C1=O (stereo unspecified)	101	3	-28	32	-2	111	-5	3.7	0
CN(C)N1C(N)=C(C#N)C(c2ccc(Br)cc2)C2=C1CC(C)(C)CC2=O (stereo unspecified)	100	-9	20	27	-12	104	1	-0.7	0
CCC1Oc2ccccc2N(CC(=O)Nc2ccccc2OC)C1=O (stereo unspecified)	99	-6	10	4	-14	99	2	-1.9	3
CCC(C)[C@H](NC(=O)Nc1ccc(C)cc1C)C(=O)O (stereo partly specified)	92	-6	-12	.	4	97	-2	0.3	2
COc1ccc(/C=N/Nc2cc(C)nc(-n3nc(C)cc3C)n2)cc1	114	-7	-5	31	-18	102	-1	-2.3	11
CC1(C)Cn2c(nnc2-c2ccccc2)S1	107	-5	14	8	-8	106	2	0.6	3
O=C(Nc1ccccc1N1CCOCC1)c1cc(-c2ccco2)nc2ccccc12	97	-18	38	10	-27	103	-21	-2.9	1
O=C(N/C(=C\c1ccccc1)C(=O)N1CCN(CCO)CC1)c1ccccc1	99	-3	-18	22	1	96	-4	-0.5	-3
CC(=O)c1cccc(NC(=S)NC(=O)CC(C)(C)C)c1	94	18	31	6	-13	93	7	-1.0	-11
Nc1nc(Br)c2ccccc2c1-c1ccc(F)cc1	114	-5	15	7	2	110	1	-1.8	9
CC(=O)Nc1ccccc1OCC(=O)c1cc(C)n(Cc2cccs2)c1C	105	25*	-10	7	-28	102	2	12	2
CCCCCn1cnc2c(=S)nc(N)[nH]c21	63	-2	-104	-10	-8	57	41*	.	2
CC(=O)N1/C(=C/c2ccc(N(C)C)cc2)C(=O)c2ccccc21	36*[inhibitor]	28*	21	-18	-17	55	2	.	-12
Cc1cc(C)c(S(=O)(=O)Nc2cc(C)on2)c(C)c1	104	-2	-38	3	-11	101	2	-0.5	5
Cc1c(NS(=O)(=O)c2ccc(F)cc2)c(=O)n(-c2ccccc2)n1C	104	-3	8	-65	-9	102	-8	-0.4	0
O=C(CCl)NC(=O)NC12CC3CC(CC(C3)C1)C2	102	7	-13	82	1	100	7	0.8	-2
CCC(=O)c1c[nH]c(C(=O)NCc2cccc(C(F)(F)F)c2)c1	100	2	.	13	-5	101	-7	1.9	-1
O=C(NCc1ccccc1)N[C@@H](Cc1ccccc1)C(=O)O	98	-8	-17	10	-2	99	4	0.1	3
Cc1cccc(-c2nc(CSCC(=O)NCc3cccs3)c(C)o2)c1	100	10	8	3	-28	101	-6	-2.1	0
CCn1c(COc2ccc3ccccc3c2C)nnc1SCC(=O)Nc1cccc(C(=O)O)c1	100	20	32	22	-30	95	-12	-0.8	-3
O=C1OC(/C(=C\Nc2ccccc2)[N+](=O)[O-])c2ccccc21 (stereo unspecified)	106	-13	38	.	1	117	47*	0.5	0
COc1cccc(CNc2ccc([N+](=O)[O-])cc2C)c1	98	2	-7	7	6	98	2	-2.4	-2
CCOC(=O)C1=C(C)NC2(O)c3ccccc3C(=O)C12O (stereo unspecified)	111	-4	14	12	4	112	0	0.4	4
Cc1cc(C)n(C(=O)Cn2nc(C)c(Cl)c2C)n1	113	-18	19	18	-8	107	2	-1.2	15
CN1C(=O)SC(Nc2ccc(F)cc2)C1=O (stereo unspecified)	105	-12	7	3	-4	102	-1	-0.4	4
Cc1c(NC(=O)c2ccccc2F)c(=O)n(-c2ccccc2)n1C	41*[inhibitor]	-12	11	-32	3	23*[inhibitor]	-8	0.1	-32
